AmpC inh det: Promiscuous and Specific Inhibitors of AmpC Beta-Lactamase (assay with detergent); hit rate 0.09% among 71,000; P00811; Potency, µM (highest dose often 28.7 µM), inactives show top-dose activity change, negative = inhibition; purified AmpC, nitrocefin hydrolysis with detergent; active = well fitted curve in the direction sought with a large enough effect
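E. coli AmpC (5.3 nM) in 20 mM phosphate pH 7.0 with 0.01% Triton X-100, preincubated 15 min RT with compound; nitrocefin (2 uL of 800 uM stock) hydrolysis followed by 480 nm absorbance every 20 s over 4 min.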
* marks the source's active call; other numbers are inactive results; [ ] = dose if it differs, or a comment. % is scaled to controls: 0 for no effect and ±100 for the full control effect; potency is read from the fitted curve at half-maximal effect. This is a subset, so the mix of outcomes need not match the whole.

The first two entries, ahead of the listing:
smiles | AmpC inh det
CCOc1ccccc1NC(=O)CC1Nc2ccccc2NC1=O (configuration not stated) | -4%
Cc1cc(CNC(=O)C(C)Cc2ccccc2)nn1C (configuration not stated) | 18%

The listing, previewed entries included:
smiles | AmpC inh det
CCOc1ccccc1NC(=O)CC1Nc2ccccc2NC1=O (configuration not stated) | -4%
Cc1cc(CNC(=O)C(C)Cc2ccccc2)nn1C (configuration not stated) | 18%
Cc1ccc(CC2CC(=O)N(Cc3ccco3)C2=O)cc1 (configuration not stated) | -1%
Cc1nn(C)c(C)c1CN(C)C(=O)c1cc2n(n1)C(C(F)(F)F)CC(c1cccs1)N2 (configuration not stated) | -3%
Cc1cc(C)cc(C(=N)c2ccccc2Cc2cccc3ccccc23)c1 | -4%[5.75 µM]
Cc1cc(NS(=O)(=O)c2ccc(NC(=O)COc3ccccc3Cl)cc2)no1 | -8%
Cn1c(=O)c2c(nc(NCCCO)n2CCc2ccccc2)n(C)c1=O | 1%
Cc1ccccc1N(Cc1nnc2n1CCCCC2)C(=O)Nc1ccccc1 | 22%
CSc1nnc(-c2ccco2)c(-c2ccco2)n1 | -7%
Cc1ccc(-c2cc3nc4c(c(=O)n3[nH]2)CCCC4)cc1 | 7%
COc1cc(-c2nnc(SCC(=O)N3CCCC3)o2)cc(OC)c1OC | 13%
CSc1nnc(-c2ccc(S(=O)(=O)N3CCOCC3)cc2)n1CC1CCCO1 (configuration not stated) | 8%
Cn1c(=O)c2c(nc(NC(Cc3ccccc3)C(=O)O)n2Cc2ccccc2)n(C)c1=O (configuration not stated) | -1%
COc1ccc(S(=O)(=O)Nc2ccc(S(=O)(=O)N3CCCCC3)cc2)cc1OC | 13%
CCCC1(CCC)C(=O)NC(=NCc2ccccc2)NC1=O | 1%

Looked up one by one from the entries so far:
smiles | AmpC inh det
Cn1c(=O)c2c(nc(NCCCO)n2CCc2ccccc2)n(C)c1=O | 1%
COc1ccc(S(=O)(=O)Nc2ccc(S(=O)(=O)N3CCCCC3)cc2)cc1OC | 13%
Cc1ccc(CC2CC(=O)N(Cc3ccco3)C2=O)cc1 (configuration not stated) | -1%

Quoted from the listing:
AmpC inh det, Cc1cc(C)cc(C(=N)c2ccccc2Cc2cccc3ccccc23)c1 is entered as -4%[5.75 µM]
AmpC inh det, CSc1nnc(-c2ccc(S(=O)(=O)N3CCOCC3)cc2)n1CC1CCCO1 (configuration not stated) is entered as 8%
AmpC inh det, Cc1ccc(CC2CC(=O)N(Cc3ccco3)C2=O)cc1 (configuration not stated) is entered as -1%
AmpC inh det, CSc1nnc(-c2ccco2)c(-c2ccco2)n1 is entered as -7%
AmpC inh det, Cc1cc(NS(=O)(=O)c2ccc(NC(=O)COc3ccccc3Cl)cc2)no1 is entered as -8%

(next part)
smiles	AmpC inh det
CCOc1ccc(C(=O)Nc2c3c(nn2C(C)(C)C)CSC3)cc1OCC	-2%
COC(=O)N1CC=CC1(C)C(=O)NCC1CC1 (configuration not stated)	17%
CC(=O)Nc1ccc(NC(=O)c2cc(C)nn2-c2ccccc2)cc1	-4%
CN(C)c1ccc(N=Cc2ccco2)cc1	1%
CCC1CCCCN1CCCn1c(=S)[nH]c2ccccc2c1=O (configuration not stated)	21%
Cc1ccc2oc(Nc3nc(C)cc(C)n3)nc2c1	7%
O=C(Cc1ccccc1)Nc1cccc(N2CCCC2)c1	1%
Nc1nc(N)c2[nH]c(CNc3ccc(C(=O)O)cc3)nc2n1	-5%[5.75 µM]

Exported field by field: part of the list above.
Cc1ccc2oc(Nc3nc(C)cc(C)n3)nc2c1
  AmpC inh det: 7%

O=C(Cc1ccccc1)Nc1cccc(N2CCCC2)c1
  AmpC inh det: 1%
